Screening data: PubChem, National Center for Advancing Translational Sciences (NCATS)
MCF10A rerep = inducers of DNA re-replication in MCF 10A breast cells | Potency, µM (top dose mostly 46.1 µM), for inactives: at the top dose activity, positive = re-replication, most hits filed as activators | MCF 10A DNA re-replication, Hoechst nuclear intensity, 48 h | 350,000 compounds, 2.9% hits | AID 624296; further: potency means the concentration at half of the fitted maximal effect; % of control where 0% means no effect; nearly all actives have a fitted effect of over 50% in size
KB-V1 cytotox = kills drug-selected multidrug resistant KB-V1 cells. Potency, µM (top dose mostly 46.1 µM), inactives show at the top dose activity change, negative = cytotoxicity, most hits filed as cytotoxic. 400,000 compounds, 3.4% hits. KB-V1 MDR cells viability, CellTiter-Glo, 72 h. AID 1347076; further: potency means the concentration at half of the fitted maximal effect; on the % scale 0 is the no-effect control and ±100 the full control effect; nearly all actives have a fitted effect of over 60% in size
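Cytotoxicity toward P-gp-expressing KB-V1 cells was determined as loss of CellTiter-Glo luminescence after 72 h at 37 degrees C. Compounds were tested in quantitative HTS format across a concentration range, with curves fitted to normalized data.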
HT1080NT lethal = kills 2HG-producing HT-1080-NT fibrosarcoma cells; 360,000 compounds, 1.6% hits; Potency, µM (top dose mostly 46.1 µM), for the others: top-dose activity, negative = less viability, actives largely listed as cytotoxic; AID 686970; HT-1080-NT fibrosarcoma viability, CellTiter-Glo ATP luminescence, 48 h;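 further: NT is the 2HG producing partner of a matched IDH1 knockdown line; potency means the concentration at half of the fitted maximal effect; 0% = DMSO-treated cells and -100% = media-only wells without cells; nearly all actives have a fitted effect of over 55% in size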
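Viability by CellTiter-Glo luminescence after 48 h compound exposure at 37C of HT-1080-NT cells (750/well, RPMI, 5% FBS). % activity scaled between DMSO wells and medium-only wells, then curve-fitted and categorized by curve class.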
KB-3-1 tox = kills parental KB-3-1 adenocarcinoma cells; AID 1347075; Potency, µM (titrated, usually from 46.1 µM), for the others: at the top dose activity change, negative = cytotoxic, most hits filed as cytotoxic; 400,000 compounds, 1.4% hits; KB-3-1 viability, CellTiter-Glo ATP luminescence, 72 h; further: potency means the concentration at half of the fitted maximal effect; on the % scale 0 is the no-effect control and ±100 the full control effect; nearly all actives have a fitted effect of over 60% in size
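Luminescent ATP read-out (CellTiter-Glo) measures survival of drug-naive KB-3-1 cells after 72 h compound exposure at 37 °C. Titration series was screened from lowest to highest concentration, with DMSO vehicle plates as background controls.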
ATXN viability = reduces viability in counter-screen for ATXN expression inhibitors; S2 cells (HEK-293 line with an ATXN2-luciferase reporter) viability, CellTiter-Fluor protease fluorescence, 24 h; Potency, µM (top dose mostly 56.7 µM), most hits filed as cytotoxic; 400,000 compounds, 0.49% hits; AID 651635; further: potency means the concentration at half of the fitted maximal effect; nearly all actives have a fitted effect of over 40% in size
HT1080 IDH1KD tx = HT-1080 IDH1 knockdown cell toxicity (counter line) | HT-1080 IDH1 knockdown viability, ATP luminescence, 48 h | Potency, µM (series often up to 46.1 µM), for inactives: at the highest dose activity, negative = toxicity, most hits filed as cytotoxic | 360,000 compounds, 2% hits | AID 686971;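 further: potency means the concentration at half of the fitted maximal effect; 0% = DMSO wells and -100% = cell-free medium wells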
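In this qHTS, HT-1080 cells depleted of IDH1 are exposed for 48 h at 37 °C to compound titrations. Toxicity is scored from CellTiter-Glo luminescence, with DMSO as full viability and medium alone as none.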
IL1B secr inh = blocks inflammasome-driven IL-1 beta release; THP-1 LPS/ATP IL-1B secretion, AlphaLISA, 16 h; stronger effect = lower value; activity change, % at 57.5 µM; 360,000 compounds, 4.7% hits; in the data active means activity change below about -50%; inconclusive means mostly about -30% to -49%; further: on the % scale 0 is the no-effect control and ±100 the full control effect
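THP-1 cells pretreated 1 hr with compounds (up to 57.5 uM final), then stimulated with LPS (250 ng/mL final) plus ATP (1.25 mM final); secreted IL-1B measured by AlphaLISA after 16 hr, decreased signal indicating inhibition.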
SW480 rerep = inducers of DNA re-replication in SW480 colon cancer cells | Potency, µM (doses to about 46.1 µM), without a hit: top-dose re-replication activation, most hits filed as activators | 340,000 compounds, 1.8% hits | SW480 DNA re-replication, Hoechst DNA content imaging, 48 h; further: potency means the concentration at half of the fitted maximal effect; % of control where 0% means no effect; nearly all actives have a fitted effect of over 55% in size
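Image-based read-out: total Hoechst fluorescence of nuclei (405 nm excitation, 500-530 nm emission), with hits raising the fraction of high-intensity nuclei. SW480 colon cells incubated 48 hr with compounds at 37 C.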
ATXN2 expr inh = reduces ATXN2 reporter expression in HEK-293 cells | AID 1745845 | Potency, µM (highest dose often 57 µM), for the others: at the highest dose activity change, negative = inhibition, most hits filed as inhibitors | HEK-293 ATXN2-luciferase reporter, luminescence, 24 h | 360,000 compounds, 0.72% hits; further: potency means the concentration at half of the fitted maximal effect; on the % scale 0 is the no-effect control and ±100 the full control effect; nearly all actives have a fitted effect of over 55% in size
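ATXN2-luciferase reporter cells (luciferase flanked by upstream and downstream ATXN2 gene portions) were treated 24 h at 37 °C with compounds at up to 57 uM. SteadyGlo luminescence gave expression; GF-AFC fluorescence gave viability.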
Numbers without * were called inactive; [ ] = remark or other dose. Unless noted, the call rests on the fitted dose curve; in most records, active means well fitted curve in the direction sought with a large enough effect; inconclusive means small, poorly fitted or top-dose-only effect, or another doubt; inactive means no such curve, though single readings can be large; an effect the other way counts as inactive or inconclusive.

Screening CCOc1cc(/C=N/n2nnnc2N)ccc1OCc1c(C)no[n+]1[O-] returned MCF10A rerep 7%, KB-V1 cytotox 3%, HT1080NT lethal 2%, KB-3-1 tox -16%, ATXN viability inactive, HT1080 IDH1KD tx -3%, IL1B secr inh 1, SW480 rerep -8% and ATXN2 expr inh -7%.
For COCc1c(C(=O)Nc2nc(C)cs2)oc2ccccc12 the results were MCF10A rerep 1%, KB-V1 cytotox -21%, HT1080NT lethal -3%, KB-3-1 tox 1%, ATXN viability inactive, HT1080 IDH1KD tx -4%, IL1B secr inh 37 and SW480 rerep 0%.
For Cc1cc(C)cc(NC(=O)CSc2nc3c(cnn3-c3ccc(F)cc3)c(=O)[nH]2)c1 the results were KB-V1 cytotox 6%, KB-3-1 tox 2%, ATXN viability inactive and ATXN2 expr inh 15%.
Screening COc1ccc(N2CCN(C(=O)c3ccc(CNS(=O)(=O)c4cc(C)ccc4C)cc3)CC2)cc1 returned MCF10A rerep inconclusive, HT1080NT lethal -15%, ATXN viability inconclusive, HT1080 IDH1KD tx inconclusive, IL1B secr inh -15, SW480 rerep 5% and ATXN2 expr inh -22%.
O=C(CCOc1ccccc1)Nc1ccnn1C1CCN(Cc2ccc(F)cc2)CC1 was read as MCF10A rerep 19%, KB-V1 cytotox inconclusive, HT1080NT lethal -2%, KB-3-1 tox -4%, ATXN viability inactive, HT1080 IDH1KD tx -4%, IL1B secr inh 0, SW480 rerep -12% and ATXN2 expr inh -3%.
`O=C1CN(C(=O)c2cccc(Br)c2)c2ccccc2N1` gave MCF10A rerep 23µM*, KB-V1 cytotox 10µM*, HT1080NT lethal 15µM*, KB-3-1 tox 5.8µM*, ATXN viability inconclusive, HT1080 IDH1KD tx inconclusive, IL1B secr inh 21, SW480 rerep inconclusive and ATXN2 expr inh -32%.
Screening Cc1cc(-c2ccccc2)n(-c2ccc(C(N)=O)cc2)n1 returned MCF10A rerep -4%, KB-V1 cytotox 8%, HT1080NT lethal 12%, KB-3-1 tox 5%, ATXN viability inactive, HT1080 IDH1KD tx 16%, IL1B secr inh 25, SW480 rerep -6% and ATXN2 expr inh -3%.
`C=CC#CC1(O)CC(C)[N+](C)(C)CC1C` (stereo unspecified) gave MCF10A rerep 0%, KB-V1 cytotox -15%, HT1080NT lethal 0%, KB-3-1 tox -8%, ATXN viability inactive, HT1080 IDH1KD tx -15%, IL1B secr inh -22, SW480 rerep 2% and ATXN2 expr inh -11%.
COc1ccc(NC(=O)C(c2ccc(C)cc2)N(C)C(=O)/C=C\c2ccc3c(c2)OCO3)cc1 (stereo unspecified) was read as KB-V1 cytotox -1%, KB-3-1 tox -14%, ATXN viability inactive and ATXN2 expr inh -3%.
Screening COc1cccc(NC(=O)c2nnn(Cc3ccc(Br)cc3F)c2N)c1 returned MCF10A rerep 3%, KB-V1 cytotox inconclusive, HT1080NT lethal -7%, KB-3-1 tox 24%, ATXN viability inconclusive, HT1080 IDH1KD tx -10%, IL1B secr inh 14, SW480 rerep 2% and ATXN2 expr inh 14%.
`Cc1ccc(Cc2c(-c3ccc(C#N)cc3)nc3c4ccccc4ccn23)cc1` gave KB-V1 cytotox inconclusive, HT1080NT lethal -1%, KB-3-1 tox -5%, ATXN viability inactive, HT1080 IDH1KD tx 7%, IL1B secr inh 3 and ATXN2 expr inh 48%[activator].
`Cc1ccc(C)c(CN2C(=O)COc3ccc(C(=O)c4ccccc4C(=O)O)cc32)c1` gave MCF10A rerep 27%, KB-V1 cytotox inconclusive, HT1080NT lethal -18%, KB-3-1 tox -12%, ATXN viability inactive, HT1080 IDH1KD tx -11%, IL1B secr inh 30, SW480 rerep -12% and ATXN2 expr inh 0%.
COc1ccc(NC(=O)c2cc(C3CCCCN3S(=O)(=O)c3cccs3)on2)c(C)c1 (stereo unspecified) was read as KB-V1 cytotox -11%, HT1080NT lethal -2%, KB-3-1 tox inconclusive, ATXN viability inconclusive, HT1080 IDH1KD tx -12%, IL1B secr inh 10 and ATXN2 expr inh -22%.
Screening CSC[C@H](NC(=O)COc1cc2c(c3oc(=O)cc(C)c13)CCC(C)(C)O2)C(=O)O returned MCF10A rerep -8%, KB-V1 cytotox 1%, HT1080NT lethal 0%, KB-3-1 tox 10%, ATXN viability inactive, HT1080 IDH1KD tx 1%, IL1B secr inh 1, SW480 rerep -7% and ATXN2 expr inh 1%.
Screening Cc1ccc(CCNC(=O)C2CCCN(S(=O)(=O)N3CC(C)CC(C)C3)C2)cc1 (stereo unspecified) returned MCF10A rerep 8%, KB-V1 cytotox 0%, HT1080NT lethal -1%, KB-3-1 tox -25%, ATXN viability inactive, HT1080 IDH1KD tx 6%, IL1B secr inh -22, SW480 rerep -5% and ATXN2 expr inh -10%.
For CCOC(=O)Cc1csc(NC(=O)CSc2nnnn2-c2ccc(C)c(C)c2)n1 the results were MCF10A rerep 25%, KB-V1 cytotox 2%, HT1080NT lethal 6%, KB-3-1 tox -1%, ATXN viability inactive, HT1080 IDH1KD tx 0%, IL1B secr inh 0, SW480 rerep 0% and ATXN2 expr inh -9%.
Screening CC(=O)c1ccc(S(=O)(=O)N(C)CCCC(=O)NCc2ccc3c(c2)OCO3)cc1 returned MCF10A rerep 1%, KB-V1 cytotox -17%, HT1080NT lethal -7%, KB-3-1 tox -16%, ATXN viability inactive, HT1080 IDH1KD tx -11%, IL1B secr inh -8, SW480 rerep 2% and ATXN2 expr inh -4%.
`Cc1cc2c(cc1S(=O)(=O)Nc1ccc(C(C)C)cc1)OCCN2C` gave KB-V1 cytotox -3%, KB-3-1 tox -17%, ATXN viability inactive and ATXN2 expr inh -7%.
For Cc1cccc(NC(=O)c2oc3ccc(S(=O)(=O)N4CCCCC4)cc3c2C)c1C the results were KB-V1 cytotox -4%, KB-3-1 tox -11%, ATXN viability inactive and ATXN2 expr inh -11%.
O=C(O)c1cccc(NS(=O)(=O)c2ccc3c(c2)OCCCO3)c1 was read as MCF10A rerep 0%, KB-V1 cytotox inconclusive, HT1080NT lethal -3%, KB-3-1 tox 19%, ATXN viability inactive, HT1080 IDH1KD tx 0%, IL1B secr inh -7, SW480 rerep -1%[1.84 µM] and ATXN2 expr inh 2%.
`COc1cccc(CC(=O)Nc2cc(S(=O)(=O)N3CCOCC3)ccc2N2CCOCC2)c1` gave MCF10A rerep 2%, KB-V1 cytotox -29%, HT1080NT lethal 19%, KB-3-1 tox -1%, ATXN viability inactive, HT1080 IDH1KD tx -11%, IL1B secr inh -10, SW480 rerep -1% and ATXN2 expr inh 2%.
For COCCNC(=O)[C@H]1N2C(=O)c3c(ccc(OC)c3OC)C2SC1(C)C (stereo partly specified) the results were MCF10A rerep 6%, KB-V1 cytotox 27%, HT1080NT lethal 17%, KB-3-1 tox 8%, ATXN viability inactive, HT1080 IDH1KD tx 10%, IL1B secr inh 0, SW480 rerep -3% and ATXN2 expr inh -1%.
O=C(CCCN1C(=O)c2cccc3cccc(c23)C1=O)N1CCN(c2ccccc2O)CC1 was read as MCF10A rerep inconclusive, KB-V1 cytotox 6.5µM*, HT1080NT lethal -4%, KB-3-1 tox inconclusive, ATXN viability inactive, HT1080 IDH1KD tx 1%, IL1B secr inh -14, SW480 rerep -38%[inhibitor] and ATXN2 expr inh -22%.
For O=C(O)Cn1ccnc1[N+](=O)[O-] the results were KB-V1 cytotox inconclusive, HT1080NT lethal -1%, KB-3-1 tox -2%, ATXN viability inactive, HT1080 IDH1KD tx 0% and IL1B secr inh 17.
`CN1C(=O)C2ON(c3ccccc3)C(c3cccs3)C2C1=O` (stereo unspecified) gave MCF10A rerep 1%, KB-V1 cytotox 13%, HT1080NT lethal 11%, KB-3-1 tox 0%, ATXN viability inactive, HT1080 IDH1KD tx 5%, IL1B secr inh -7, SW480 rerep -5% and ATXN2 expr inh 3%.
COc1ccccc1CNC(=O)CN(C)S(=O)(=O)c1ccc2c(c1)c(=O)n(C)c(=O)n2C was read as MCF10A rerep 7%, KB-V1 cytotox 11%, HT1080NT lethal 13%, KB-3-1 tox 2%, ATXN viability inactive, HT1080 IDH1KD tx 22%, IL1B secr inh 14, SW480 rerep -3% and ATXN2 expr inh 2%.
COc1ccc(OC)c([C@@H]2OCCC=C[C@H]2C)c1 was read as MCF10A rerep -3%, KB-V1 cytotox 2%, HT1080NT lethal 2%, KB-3-1 tox 11%, ATXN viability inactive, HT1080 IDH1KD tx 12%, IL1B secr inh 19, SW480 rerep -5%[9.22 µM] and ATXN2 expr inh 8%.

3 consecutive records from above:
COc1ccc(NC(=O)c2cc(C3CCCCN3S(=O)(=O)c3cccs3)on2)c(C)c1 (stereo unspecified) was read as KB-V1 cytotox -11%, HT1080NT lethal -2%, KB-3-1 tox inconclusive, ATXN viability inconclusive, HT1080 IDH1KD tx -12%, IL1B secr inh 10 and ATXN2 expr inh -22%.
Screening CSC[C@H](NC(=O)COc1cc2c(c3oc(=O)cc(C)c13)CCC(C)(C)O2)C(=O)O returned MCF10A rerep -8%, KB-V1 cytotox 1%, HT1080NT lethal 0%, KB-3-1 tox 10%, ATXN viability inactive, HT1080 IDH1KD tx 1%, IL1B secr inh 1, SW480 rerep -7% and ATXN2 expr inh 1%.
Screening Cc1ccc(CCNC(=O)C2CCCN(S(=O)(=O)N3CC(C)CC(C)C3)C2)cc1 (stereo unspecified) returned MCF10A rerep 8%, KB-V1 cytotox 0%, HT1080NT lethal -1%, KB-3-1 tox -25%, ATXN viability inactive, HT1080 IDH1KD tx 6%, IL1B secr inh -22, SW480 rerep -5% and ATXN2 expr inh -10%.
